# Screens as filed in PubChem BioAssay.
# T cruzi HTS = intracellular Trypanosoma cruzi inhibition. intracellular Trypanosoma cruzi in host cells, plate reader. activity score (inhibition), % at 5.01 µM. actives 4.9% (n = 22,000); in the data active = activity score above about 55%;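 note: parasites and compound incubated about four days before reading; 0% = median of neutral control wells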
# INS-1E rescue = preserves ATP levels in cytokine-treated INS-1E cells | actives 0.1% (n = 20,000) | AID 488910 | INS-1E cytokine-induced death, ATP luminescence, 48 h; normalised: neutral wells 0, positive control 100 | protection from cytokine-induced ATP loss, % at 10 µM;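 active = mean replicate protection from cytokine-induced ATP loss at least 50% and at least 75% of replicates each reaching 50%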
#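 Assay system – rat INS-1E insulinoma cell line · Quantity – 8000 cells per well · Buffer or medium – RPMI without phenol red, 5% FBS · Schedule – 48 h co-treatment, 10 min post-lysis read · Technique – luminescent ATP assay (CellTiter-Glo)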
# Numbers without * were called inactive; . = no result given.
SMILES,T cruzi HTS,INS-1E rescue
C[C@H](CO)N1C[C@H](C)[C@H](CN(C)C(=O)Nc2ccccc2)Oc2ccc(NC(=O)Cc3ccccc3)cc2CC1=O,-9,3
Cc1cc(C(=O)Nc2cccc3c2O[C@H](CN(C)Cc2ccc(C(F)(F)F)cc2)[C@H](C)CN([C@H](C)CO)C3=O)n(C)n1,13,-12
C[C@@H]1CN([C@H](C)CO)C(=O)c2cccc(NC(=O)c3cnccn3)c2O[C@@H]1CN(C)Cc1ccc(-c2ccccc2)cc1,-28,-13
C[C@@H]1CN([C@@H](C)CO)C(=O)c2cccc(NC(=O)Nc3ccc(C(F)(F)F)cc3)c2O[C@H]1CN(C)Cc1ccncc1,14,-2
C[C@H](CO)N1C[C@H](C)[C@H](CN(C)S(C)(=O)=O)Oc2ccc(NS(=O)(=O)c3ccccc3)cc2CC1=O,7,4
Cc1noc(C)c1NC(=O)N(C)C[C@H]1OCCCC[C@@H](C)Oc2ccc(NS(=O)(=O)c3cn(C)cn3)cc2C(=O)N([C@H](C)CO)C[C@@H]1C,-43,14
CNC[C@H]1Oc2c(NC(=O)Nc3ccc(OC)cc3)cccc2C(=O)N([C@@H](C)CO)C[C@H]1C,-37,1
COc1ccc(S(=O)(=O)N(C)C[C@@H]2Oc3ccc(NC(=O)Nc4c(C)noc4C)cc3C(=O)N([C@H](C)CO)C[C@H]2C)cc1,2,0
C[C@H]1CN([C@@H](C)CO)C(=O)c2cccc(NC(=O)C3CCOCC3)c2O[C@H]1CN(C)Cc1ccc(C(=O)Nc2ccccc2N)cc1,-3,0
C[C@H]1CN([C@@H](C)CO)C(=O)Cc2cc(NC(=O)NC3CCCCC3)ccc2O[C@@H]1CN(C)Cc1ccc(C(=O)O)cc1,-10,3
C[C@H]1CN([C@@H](C)CO)C(=O)c2cc(NS(=O)(=O)c3ccccc3)ccc2O[C@H]1CN(C)C(=O)Nc1cccc2ccccc12,-4,0
C[C@H]1CN([C@@H](C)CO)C(=O)Cc2cc(NC(=O)CCCCCC(=O)Nc3ccccc3N)ccc2O[C@@H]1CN(C)Cc1ccc(-c2ccccc2)cc1,15,12
C[C@H](CO)N1C[C@H](C)[C@H](CN(C)Cc2ccc(C(F)(F)F)cc2)Oc2ccc(NC(=O)CCCN(C)C)cc2C1=O,-9,0
CNC[C@@H]1Oc2ccc(NC(=O)Cc3cn(C)c4ccccc34)cc2C(=O)N([C@@H](C)CO)C[C@H]1C,3,8
Cc1cccc(S(=O)(=O)N(C)C[C@H]2OCc3cn(nn3)CCCC(=O)N([C@@H](C)CO)C[C@H]2C)c1,-3,.
C[C@H](CO)N1C[C@H](C)[C@H](CN(C)S(C)(=O)=O)Oc2ccc(NC(=O)CCN3CCOCC3)cc2C1=O,-7,1
Cc1noc(C)c1NC(=O)Nc1ccc2c(c1)C(=O)N([C@@H](C)CO)C[C@@H](C)[C@@H](CN(C)C(=O)Nc1ccccc1)O2,-22,0
C[C@H](CO)N1C[C@H](C)[C@H](CN(C)C(=O)Nc2ccc3c(c2)OCO3)Oc2ncc(C#Cc3ccc(C(F)(F)F)cc3)cc2C1=O,83*,.
C[C@@H]1CN([C@@H](C)CO)C(=O)c2cc(NC(=O)Nc3ccc(F)cc3)ccc2O[C@H]1CN(C)C(=O)Nc1ccc(F)cc1,6,-4
C[C@H]1CN([C@@H](C)CO)C(=O)c2cccc(NC(=O)Nc3ccc4c(c3)OCO4)c2O[C@@H]1CN(C)C,-4,-7
COc1ccc(NC(=O)Nc2cccc3c2O[C@H](CN(C)S(=O)(=O)c2ccccc2)[C@@H](C)CN([C@H](C)CO)C3=O)cc1,-1,-4
COc1ccc(O)c(/C=N/NC(=O)CCCCCCC(=O)Nc2ccccc2O)c1,8,-9
C[C@@H]1CN([C@@H](C)CO)C(=O)Cc2cc(N(C)C)ccc2O[C@@H]1CN(C)Cc1ccc(C(=O)O)cc1,-20,7
C[C@H]1CN([C@@H](C)CO)C(=O)c2cccc(NS(=O)(=O)c3cn(C)cn3)c2O[C@@H]1CN(C)Cc1ccc(Cl)c(Cl)c1,-5,3
C[C@@H]1CN([C@H](C)CO)C(=O)Cc2cc(NC(=O)Cc3cn(C)c4ccccc34)ccc2O[C@@H]1CN(C)S(=O)(=O)c1cn(C)cn1,-6,5
# Additional results
SMILES,T cruzi HTS,INS-1E rescue
Cc1ccc(S(=O)(=O)N(C)C[C@@H]2Oc3c(NC(=O)Nc4ccc5c(c4)OCO5)cccc3C(=O)N([C@@H](C)CO)C[C@H]2C)cc1,34,6
C[C@H](CO)N1C[C@H](C)[C@@H](CN(C)C(=O)c2ccccc2)OCc2cn(nn2)CCCC1=O,-20,3
C[C@@H]1CN([C@H](C)CO)C(=O)Cc2cc(NS(C)(=O)=O)ccc2O[C@@H]1CN(C)Cc1ccccc1,-14,10
C[C@@H]1CN([C@H](C)CO)C(=O)c2cc(NS(=O)(=O)c3ccc(F)cc3)ccc2O[C@H]1CN(C)S(=O)(=O)c1cn(C)cn1,-12,3
CNC[C@@H]1Oc2ccc(NC(=O)c3ccncc3)cc2CC(=O)N([C@@H](C)CO)C[C@@H]1C,-16,0
C[C@H](CO)N1C[C@H](C)[C@H](CN(C)Cc2ccc(C(=O)O)cc2)Oc2c(NC(=O)c3ccncc3)cccc2C1=O,-27,8
C[C@@H]1CN([C@H](C)CO)C(=O)c2cccc(NC(=O)C3CCCCC3)c2O[C@@H]1CN(C)S(=O)(=O)c1ccccc1,-6,-3
C[C@@H]1CCCCO[C@H](CN(C)Cc2ccccc2)[C@@H](C)CN([C@H](C)CO)C(=O)c2cc(NC(=O)c3ccccc3)ccc2O1,-2,-4
Cc1ccc(S(=O)(=O)N(C)C[C@H]2Oc3ccc(NC(=O)Nc4ccccc4)cc3C(=O)N([C@@H](C)CO)C[C@@H]2C)cc1,20,7
Cc1ccc(S(=O)(=O)N(C)C[C@H]2Oc3ccc(NS(=O)(=O)c4ccccc4)cc3C(=O)N([C@H](C)CO)C[C@H]2C)cc1,2,-10
C[C@@H]1CN([C@H](C)CO)C(=O)c2cccc(NS(=O)(=O)c3ccccc3)c2O[C@@H]1CN(C)Cc1ccc(Cl)c(Cl)c1,37,-12
CC(C)NC(=O)Nc1ccc2c(c1)C(=O)N([C@H](C)CO)C[C@@H](C)[C@@H](CN(C)S(C)(=O)=O)O2,-29,3
Cc1noc(C)c1S(=O)(=O)Nc1ccc2c(c1)CC(=O)N([C@@H](C)CO)C[C@H](C)[C@@H](CN(C)Cc1ccc(Cl)c(Cl)c1)O2,44,-5
C[C@@H]1CN([C@H](C)CO)C(=O)Cc2cc(NS(=O)(=O)c3cccs3)ccc2O[C@@H]1CN(C)Cc1ccc(-c2ccccc2)cc1,44,-14
O=C(N/N=C/c1ccc(C(F)(F)F)cc1)c1ccccc1O,-1,-13
CC(C)NC(=O)N(C)C[C@H]1Oc2c(NS(=O)(=O)c3ccccc3)cccc2C(=O)N([C@@H](C)CO)C[C@@H]1C,-16,3
COc1ccc(NC(=O)Nc2ccc3c(c2)CC(=O)N([C@@H](C)CO)C[C@H](C)[C@H](CN(C)Cc2ccc(C(F)(F)F)cc2)O3)cc1,2,-2
Cc1noc(C)c1NC(=O)N(C)C[C@H]1Oc2ccc(NS(=O)(=O)c3ccc(Cl)cc3)cc2C(=O)N([C@H](C)CO)C[C@H]1C,-21,17
COc1ccccc1S(=O)(=O)N(C)C[C@@H]1OCc2cnnn2CCCC(=O)N([C@@H](C)CO)C[C@H]1C,-4,.
C[C@H]1CN([C@@H](C)CO)C(=O)c2cc(NC(=O)Nc3ccccc3)ccc2O[C@@H]1CN(C)C(=O)NC1CCCCC1,-10,.
O=C(N/N=C/c1ccc([N+](=O)[O-])s1)c1ccccn1,7,12
CC(C)NC(=O)N(C)C[C@H]1Oc2ccc(NS(=O)(=O)c3ccc(Cl)cc3)cc2CC(=O)N([C@@H](C)CO)C[C@H]1C,0,3
Cc1ccc(S(=O)(=O)Nc2cccc3c2O[C@@H](CN(C)C(=O)NC2CCCCC2)[C@@H](C)CN([C@H](C)CO)C3=O)cc1,-14,2
COc1ccc(NC(=O)Nc2cccc3c2O[C@H](CN(C)Cc2ccc(C(=O)Nc4ccccc4N)cc2)[C@@H](C)CN([C@H](C)CO)C3=O)cc1,37,9
C[C@H](CO)N1C[C@H](C)[C@@H](CN(C)C(=O)Nc2cccc3ccccc23)Oc2c(NC(=O)c3nc4ccccc4s3)cccc2C1=O,-3,-10

# A draw from above in order of SMILES length, largest number first.
SMILES,T cruzi HTS,INS-1E rescue
C[C@H]1CN([C@@H](C)CO)C(=O)Cc2cc(NC(=O)CCCCCC(=O)Nc3ccccc3N)ccc2O[C@@H]1CN(C)Cc1ccc(-c2ccccc2)cc1,15,12
C[C@H](CO)N1C[C@H](C)[C@H](CN(C)C(=O)Nc2ccc3c(c2)OCO3)Oc2ncc(C#Cc3ccc(C(F)(F)F)cc3)cc2C1=O,83*,.
C[C@H]1CN([C@@H](C)CO)C(=O)c2cccc(NC(=O)C3CCOCC3)c2O[C@H]1CN(C)Cc1ccc(C(=O)Nc2ccccc2N)cc1,-3,0
COc1ccc(S(=O)(=O)N(C)C[C@@H]2Oc3ccc(NC(=O)Nc4c(C)noc4C)cc3C(=O)N([C@H](C)CO)C[C@H]2C)cc1,2,0
C[C@H]1CN([C@@H](C)CO)C(=O)c2cccc(NS(=O)(=O)c3cn(C)cn3)c2O[C@@H]1CN(C)Cc1ccc(Cl)c(Cl)c1,-5,3
Cc1cc(C(=O)Nc2cccc3c2O[C@H](CN(C)Cc2ccc(C(F)(F)F)cc2)[C@H](C)CN([C@H](C)CO)C3=O)n(C)n1,13,-12
COc1ccc(NC(=O)Nc2cccc3c2O[C@H](CN(C)S(=O)(=O)c2ccccc2)[C@@H](C)CN([C@H](C)CO)C3=O)cc1,-1,-4
C[C@@H]1CN([C@@H](C)CO)C(=O)c2cccc(NC(=O)Nc3ccc(C(F)(F)F)cc3)c2O[C@H]1CN(C)Cc1ccncc1,14,-2
C[C@@H]1CN([C@@H](C)CO)C(=O)Cc2cc(N(C)C)ccc2O[C@@H]1CN(C)Cc1ccc(C(=O)O)cc1,-20,7
CNC[C@H]1Oc2c(NC(=O)Nc3ccc(OC)cc3)cccc2C(=O)N([C@@H](C)CO)C[C@H]1C,-37,1
O=C(N/N=C/c1ccc(C(F)(F)F)cc1)c1ccccc1O,-1,-13

# (cont.)
SMILES,T cruzi HTS,INS-1E rescue
C[C@H](CO)N1C[C@H](C)[C@H](CN(C)Cc2ccc(C(=O)O)cc2)Oc2ccc(NC(=O)Cc3ccccc3)cc2CC1=O,-20,8
Cc1noc(C)c1NC(=O)N(C)C[C@H]1Oc2ccc(NC(=O)CCCCCC(=O)Nc3ccccc3N)cc2C(=O)N([C@@H](C)CO)C[C@@H]1C,-44,-3
C[C@@H]1CN([C@H](C)CO)C(=O)Cc2cc(NS(=O)(=O)c3ccc(F)cc3)ccc2O[C@@H]1CN(C)C(=O)Nc1cccc2ccccc12,-26,18
C[C@@H]1CN([C@@H](C)CO)C(=O)Cc2cc(NC(=O)CCCCCC(=O)Nc3ccccc3N)ccc2O[C@@H]1CN(C)S(C)(=O)=O,-42,5
COc1ccc(S(=O)(=O)Nc2ccc3c(c2)C(=O)N([C@@H](C)CO)C[C@H](C)[C@H](CN(C)C(=O)Nc2ccccc2)O3)cc1,0,5
Cc1noc(C)c1NC(=O)N(C)C[C@@H]1Oc2ccc(NC(=O)Cc3ccccc3)cc2CC(=O)N([C@H](C)CO)C[C@H]1C,1,8
Cc1noc(C)c1NC(=O)Nc1ccc2c(c1)C(=O)N([C@H](C)CO)C[C@H](C)[C@@H](CN(C)Cc1ccc3c(c1)OCO3)O2,11,-3
C[C@@H]1CN([C@@H](C)CO)C(=O)c2cccc(NS(=O)(=O)c3cn(C)cn3)c2O[C@@H]1CN(C)S(C)(=O)=O,-31,6
COc1ccc(NC(=O)Nc2ccc3c(c2)CC(=O)N([C@H](C)CO)C[C@@H](C)[C@@H](CN(C)S(=O)(=O)c2ccc(OC)cc2)O3)cc1,-7,0
C[C@@H]1CN([C@H](C)CO)C(=O)Cc2cc(NC(=O)Nc3cccc4ccccc34)ccc2O[C@@H]1CN(C)C(=O)Nc1ccc(F)cc1,1,6
COc1ccc(CN(C)C[C@H]2Oc3ccc(NS(=O)(=O)c4c(C)noc4C)cc3C(=O)N([C@@H](C)CO)C[C@@H]2C)cc1,-2,0
CNC[C@@H]1Oc2ccc(NC(=O)Nc3ccc(OC)cc3)cc2CC(=O)N([C@H](C)CO)C[C@@H]1C,-8,6
C[C@H](CO)N1C[C@H](C)[C@@H](CN(C)Cc2ccccc2)Oc2ccc(NC(=O)CCCCCC(=O)Nc3ccccc3N)cc2C1=O,-22,-6
C[C@H]1CN([C@@H](C)CO)C(=O)c2cc(NS(=O)(=O)c3cn(C)cn3)ccc2O[C@H]1CN(C)C(=O)Nc1ccc(C(F)(F)F)cc1,18,-7
CNC[C@@H]1Oc2ccc(NC(=O)CCC(F)(F)F)cc2C(=O)N([C@@H](C)CO)C[C@H]1C,-8,.
COc1ccc(NC(=O)N(C)C[C@@H]2Oc3ccc(NC(=O)NC(C)C)cc3C(=O)N([C@@H](C)CO)C[C@H]2C)cc1,-14,5
C[C@H]1CN([C@@H](C)CO)C(=O)c2cccc(NC(=O)C3CC3)c2O[C@@H]1CN(C)S(=O)(=O)c1ccccc1,-12,9
C[C@H](CO)N1C[C@H](C)[C@H](CN(C)S(=O)(=O)c2cccs2)OCc2cnnn2CCCC1=O,-17,.
Cc1ccc(S(=O)(=O)N(C)C[C@@H]2Oc3ccc(NC(=O)NC(C)C)cc3C(=O)N([C@@H](C)CO)C[C@@H]2C)cc1,-3,1
C[C@@H]1CN([C@H](C)CO)C(=O)c2cc(NC(=O)Nc3ccc(F)cc3)ccc2O[C@H]1CN(C)S(=O)(=O)c1cccs1,31,2
COc1ccc(S(=O)(=O)Nc2cccc3c2O[C@@H](CN(C)Cc2ccc(C(F)(F)F)cc2)[C@H](C)CN([C@@H](C)CO)C3=O)cc1,32,7

# This is a subset. The share of hits here may be higher or lower than overall.
